From PubChem BioAssay
NFkB transloc pot: enhances IL-1B driven NFkB nuclear translocation; HUVEC IL-1B NFkB p65 nuclear translocation imaging; activation, % at 2 µM; 94,000 tested, 0.3% active; AID 819;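 active = activation above 40%, about the mean plus 3 SD, also judged a hit on visual image review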;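 also: percent activation is computed from the nuclear over cytoplasmic p65 intensity ratio; values of inactives mirror those of a sister screen read the other way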
PLAP inhibition: inhibition of human placental alkaline phosphatase – biochemical, luminescence, HTS (AID 690). purified PLAP, luminescent substrate; higher % means a stronger effect. inhibition, % at 20 µM, or IC50 in µM where a hit was titrated. 96,000 tested, 0.08% active; in the data active = a potency from the dose series; inactive = the rest, 99 in 100 with inhibition below about 30%; also: strong numbers were not always called active
Bcl-B displacement: displacers of TR3 peptide from Bcl-B, primary screen, selectivity assay for Bfl-1 inhibitor project, biochemical, fluorescence polarization. FP displacement of FITC-TR3 peptide from Bcl-B; higher % means a stronger effect. displacement, % at 20 µM, or IC50 in µM where a hit was titrated. 96,000 tested, 0.11% active. AID 748;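 active = displacement above 50% at 20 µM plus a fluorescence interference ratio under 1.5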;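 also: plate controls were wells without compound for no effect and wells lacking Bcl-B protein for full effect; a part of the inactive calls stands beside numbers as strong as those of hits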
IL1B NFkB inh: blocks IL-1B driven NFkB nuclear translocation in HUVEC cells | inhibition, % at 2 µM | 94,000 tested, 0.43% active | HUVEC IL-1B NFkB p65 nuclear translocation imaging;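 active = inhibition above about 30% together with a positive call from visual inspection of the well image, limit read from the data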;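 also: nuclear over cytoplasmic p65 intensity ratio measured by imaging; 0% = IL-1B stimulated DMSO wells and 100% = unstimulated DMSO wells; values of inactives mirror those of a sister screen read the other way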
MRP reversal: MRP-mediated drug resistance reversal. AID 602. differential viability (reversal), % at 10 µM. 85,000 tested, 0.04% active. H69AR cells + 2 uM doxorubicin, CellTiter-Glo, 72 h;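 active = viability drop by adding the cancer drug above about 55%, with treated viability meeting a 40% cutoff, limit read from the data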;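 also: viability without doxorubicin minus viability with 2 µM doxorubicin for each compound; larger differential means the compound sensitizes cells more to doxorubicin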
MRP reversal cytotoxicity: further read-out of MRP reversal, marked with its call; viability, %; H69AR cells, CellTiter-Glo, 72 h; measured here: cytotoxicity without doxorubicin
MRP reversal with doxorubicin: second read-out of MRP reversal, no call of its own (marks repeat the call); viability, %; measured here: viability with 2 uM doxorubicin; active compounds read low
IL1B NFkB inh cell count 2 µM: further read-out of IL1B NFkB inh, marked with its call; cell count; measured here: cells passing quality filter;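 raw number of nuclei counted in each imaged well without normalization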
NFkB transloc pot cell count 2 µM: second read-out of NFkB transloc pot, no call of its own (marks repeat the call); cell count; measured here: cells passing quality filter
Starred values were filed as active, the others as inactive; nt = no result given. Some of the compounds tested; the hit share may differ from the screen's.

SMILES	NFkB transloc pot	NFkB transloc pot cell count 2 µM	PLAP inhibition	Bcl-B displacement	IL1B NFkB inh	IL1B NFkB inh cell count 2 µM	MRP reversal	MRP reversal cytotoxicity	MRP reversal with doxorubicin
N#Cc1cc2c(nc1SCC(=O)O)CCCC2	-1	178	-35%	-11%	1	178	-4	87	91
NC(=O)c1ccccc1N/C=C/C(=O)c1ccc(F)cc1	0	107	-6%	-20%	0	107	-4	60	64
CCOC(=O)c1cnc(SCC(=O)Nc2ccc(N3CCOCC3)c(Cl)c2)nc1N	0	159	18%	-1%	0	159	10	94	84
COc1cc(OC)cc(C(=O)NCC2CCCO2)c1 (configuration not stated)	nt	nt	-11%	-12%	nt	nt	-14	95	110
CN(C)c1nc2c(c(N)nn2-c2ccc(Cl)cc2)c(=O)o1	-2	174	2%	-11%	2	174	nt	nt	nt
CS(=O)(=O)N(CC(=O)Nc1ccccc1C(=O)NCCc1ccccc1)c1ccc2c(c1)OCCO2	20	197	-42%	3%	-20	197	-26	55	81
CCOC(=O)c1nnn(CC(=O)N2N=C(c3ccccc3)CC2c2ccccc2)c1C(=O)OCC (configuration not stated)	19	171	nt	nt	-19	171	0	59	59
N#Cc1ccc(CN2CCN(C(=O)c3ccccc3)CC2)c(Cl)c1	nt	nt	-18%	13%	nt	nt	-26	86	111
Cc1ccccc1NC(=O)c1cc(S(=O)(=O)c2ccccc2)ccc1Cl	8	153	8%	13%	-8	153	nt	nt	nt
COc1ccc(/C=N/NC(=O)C(C)n2nnc3ccccc32)cc1OC (configuration not stated)	15	170	7%	2%	-15	170	nt	nt	nt
CCNC(=S)NNC(=O)c1ccc(OC(F)F)cc1	10	154	-132%	10%	-10	154	nt	nt	nt
CC(C)(C)n1nc(-c2ccc(Cl)cc2)c2c(N)ncnc21	4	160	15%	-16%	-4	160	nt	nt	nt
COc1cc(NC(=O)C2CCCO2)c(OC)cc1Cl (configuration not stated)	-2	137	nt	nt	2	137	6	99	93
OCCn1c(CSc2nc3ccccc3n2CCO)nc2ccccc21	9	205	4%	-4%	-9	205	5	98	93
O=C(N1CCOCC1)N1CCCC(c2nc(-c3cccs3)no2)C1 (configuration not stated)	12	119	11%	15%	-12	119	7	97	90
COc1cc(C2C3C(C)N(C)C(=O)N(C)C3N(C)C(=O)N2C)ccc1O (configuration not stated)	-16	101	8%	-16%	16	101	5	96	91
Cc1cccc(Nc2ncccc2C(=O)NCc2cccs2)c1C	5	123	31%	-15%	-5	123	nt	nt	nt
CCCCCOC(=O)Cn1c(N2CCCCCC2)nc2c1c(=O)[nH]c(=O)n2C	10	170	-7%	2%	-10	170	-6	56	62
Cc1coc(NC(=O)CSc2nc(-c3ccc(Cl)cc3)cc(C(F)(F)F)c2C#N)n1	-12	166	13%	-93%	12	166	-4	43	47
O=C(NCc1ccccc1)Oc1cccc(Cl)c1	42*	134*	nt	nt	-42	134	-7	97	104
N#CCSc1nnc(CNc2ccc(F)cc2)o1	-14	85	nt	nt	14	85	6	105	99
O=C1COc2ccc(C(=O)COC(=O)Cn3cnc4ccccc43)cc2N1	nt	nt	-18%	-14%	nt	nt	2	94	92
CCN=C(Nc1ccc(Cl)cc1)c1cccnc1	21	191	14%	-4%	-21	191	nt	nt	nt
O=C(NCCCN1CCOCC1)c1ccccc1	5	193	16%	10%	-5	193	0	96	96
Cc1nc(NCc2ccccn2)c2ccccc2n1	-3	157	18%	-4%	3	157	7	104	98

Record cards (already shown). Order of screens: NFkB transloc pot | NFkB transloc pot cell count 2 µM | PLAP inhibition | Bcl-B displacement | IL1B NFkB inh | IL1B NFkB inh cell count 2 µM | MRP reversal | MRP reversal cytotoxicity | MRP reversal with doxorubicin
COc1cc(OC)cc(C(=O)NCC2CCCO2)c1 (configuration not stated) is listed with nt | nt | -11% | -12% | nt | nt | -14 | 95 | 110
CCNC(=S)NNC(=O)c1ccc(OC(F)F)cc1 is listed with 10 | 154 | -132% | 10% | -10 | 154 | nt | nt | nt
COc1ccc(/C=N/NC(=O)C(C)n2nnc3ccccc32)cc1OC (configuration not stated) is listed with 15 | 170 | 7% | 2% | -15 | 170 | nt | nt | nt
COc1cc(NC(=O)C2CCCO2)c(OC)cc1Cl (configuration not stated) is listed with -2 | 137 | nt | nt | 2 | 137 | 6 | 99 | 93
CN(C)c1nc2c(c(N)nn2-c2ccc(Cl)cc2)c(=O)o1 is listed with -2 | 174 | 2% | -11% | 2 | 174 | nt | nt | nt

(continued)
SMILES	NFkB transloc pot	NFkB transloc pot cell count 2 µM	PLAP inhibition	Bcl-B displacement	IL1B NFkB inh	IL1B NFkB inh cell count 2 µM	MRP reversal	MRP reversal cytotoxicity	MRP reversal with doxorubicin
CC1(C)NC(=O)N(CC(O)COc2cccc(F)c2)C1=O (configuration not stated)	-11	54	4%	-4%	11	54	-2	94	96
COc1ccc(CN2C(=O)CCC2(C)C(=O)NCc2cccnc2)c(OC)c1 (configuration not stated)	11	180	4%	16%	-11	180	-9	94	103
Cc1ccc(NC2=NCC(=O)N2C2CCCC2)c(C)c1	13	142	nt	nt	-13	142	10	108	98
COc1cc2c(cc1OC)C(c1ccccc1)N(C(=O)CCl)CC2 (configuration not stated)	-14	140	1%	-1%	14	140	nt	nt	nt
CCOC(=O)c1sc(=S)n(-c2ccc(Cl)cc2)c1SC	3	153	15%	-1%	-3	153	nt	nt	nt
O=C1c2cccc3c(N4CCCCC4)ccc(c23)C(=O)N1c1ccc(Cl)cn1	-2	171	nt	nt	2	171	3	31	28
CC1CCN(C(=O)CN(c2ccc3c(c2)OCO3)S(C)(=O)=O)CC1	-4	86	-11%	-11%	4	86	5	84	79
CCOC(=O)c1nn(-c2ccccc2)c(-c2ccccc2)c1C(=O)c1ccccc1	6	153	9%	2%	-6	153	nt	nt	nt
O=C(CCCC(=O)N1CCN(c2ccccc2F)CC1)N1CCN(c2ccccc2F)CC1	8	118	-10%	2%	-8	118	-10	86	97
CCc1c(C(=O)Nc2ccc(OC)c(Cl)c2)[nH]c(C)c1C(C)=O	-7	118	19%	-6%	7	118	-19	45	64
COCCCNC(=O)CS(=O)Cc1nc(-c2cccc(OC)c2)oc1C (configuration not stated)	2	79	-46%	5%	-2	79	4	83	79
CCOC(=O)N1CCN(C2=CC(=O)OC23CCCCC3)CC1	10	166	-5%	-5%	-10	166	16	96	80
COc1ccc(C2NC(=O)NC3=C2CCc2ccccc23)cc1 (configuration not stated)	3	93	-14%	4%	-3	93	-36	24	60
O=C(CS(=O)(=O)Cc1ccccc1)N1CCN(C(=O)c2ccco2)CC1	32	131	-4%	6%	-32	131	-5	83	88
O=C(COc1cccc(C(F)(F)F)c1)Nc1ccc(S(=O)(=O)N2CCCC2)cc1	-12	123	-42%	-4%	12	123	11	89	78
CC(C)CCN1C(=O)CCC1(C)C(=O)NC1CCCCCCC1 (configuration not stated)	-3	163	-2%	-12%	3	163	8	84	76
Cc1ccc(-c2nc3ccccn3c2NC(=O)c2ccco2)cc1	6	102	nt	nt	-6	102	28	107	79
CCOC(=O)c1cnc(SC2CC(=O)N(c3cccc(OC)c3)C2=O)nc1N (configuration not stated)	19	134	0%	7%	-19	134	nt	nt	nt
O=C(NC1CCS(=O)(=O)C1)c1cnccn1 (configuration not stated)	-7	166	6%	14%	7	166	10	106	96
c1coc(-c2nc3c4c5c(sc4ncn3n2)CCCC5)c1	1	141	-4%	0%	-1	141	-8	57	65
N#C/C=C\Oc1ccc(Cl)cc1N	0	107	-16%	-4%	0	107	nt	nt	nt
CCOC(=O)N1CCN(C(=O)C(NC(=O)C2CCC(C)CC2)C(C)C)CC1 (configuration not stated)	-2	117	-18%	-6%	2	117	-5	96	101
CSc1ccccc1NC(=O)CN(c1cc(C)cc(C)c1)S(C)(=O)=O	14	138	-6%	-1%	-14	138	-23	85	108
CCOC(=O)C(NC(C)=O)C(=O)O (configuration not stated)	5	162	13%	-7%	-5	162	-11	97	108
O=S(=O)(c1ccc(Cl)cc1)N1CCN(Cc2c[nH]c3ccccc23)CC1	4	180	-7%	-3%	-4	180	4	85	80

Next part.
SMILES	NFkB transloc pot	NFkB transloc pot cell count 2 µM	PLAP inhibition	Bcl-B displacement	IL1B NFkB inh	IL1B NFkB inh cell count 2 µM	MRP reversal	MRP reversal cytotoxicity	MRP reversal with doxorubicin
Cc1cccc(C(=O)NNC(=O)c2ccc(Cl)cc2)c1O	-3	133	-46%	4%	3	133	nt	nt	nt
CC(C)C(NC(=O)C1CCC(C(C)(C)C)CC1)C(=O)NCc1cccnc1 (configuration not stated)	6	177	-92%	-5%	-6	177	-1	97	98
Cn1c(=O)n(Cc2ccc(F)cc2)c(=O)c2c1nc1n2CCCN1C1CCCCC1	4	96	9%	-4%	-4	96	-7	79	87
Cc1[nH]n(-c2ccccc2)c(=O)c1CCOC(=O)c1cccc(C(F)(F)F)c1	1	130	-17%	4%	-1	130	nt	nt	nt
CCOc1cc(NC(=S)Nc2cccc(C)c2)c(OCC)cc1NC(=O)CC(C)C	-10	152	2%	0%	2	160	nt	nt	nt
CCOC(=O)C1CCCN(c2nc3ccccc3nc2C(C#N)C(=O)OCC)C1 (configuration not stated)	nt	nt	-16%	-188%	nt	nt	-9	56	65
CC1C(=O)C(C)C(c2ccc3c(c2)OCO3)NC1c1ccc2c(c1)OCO2 (configuration not stated)	-2	143	20%	-11%	2	143	5	91	86
COc1cc(OC)cc(-c2nc3nc(C)c(CCC(=O)NCc4ccco4)c(C)n3n2)c1	-1	112	-35%	10%	1	112	0	63	62
CCCCc1cc(=O)oc2c(CN3CCCC3)c(O)c(Cl)cc12	6	107	-11%	-12%	-6	107	24	83	58
O=C(c1ccc(Cl)c(Cl)c1)c1cnc(Nc2ccccc2)s1	11	192	-2%	-9%	-11	192	nt	nt	nt
COc1ccc(CCN2C(=O)c3cccnc3C2=O)cc1OC	19	139	-2%	3%	-19	139	-5	88	93
O=C(CCC1COc2ccccc2O1)Nc1ccccn1 (configuration not stated)	18	147	2%	0%	-18	147	10	96	87
COc1cc(Cl)c(C)cc1NC(=O)CSc1nnc(-c2cccnc2)n1Cc1ccco1	7	130	-58%	9%	-7	130	6	82	76
Cc1cc(C)c(NC(=O)OCCN2CCOCC2)c(C)c1	8	161	-19%	-8%	-8	161	10	101	92
Cn1c2c(c(=O)n(C)c1=O)CN(CCc1ccccc1)CN2	1	176	-3%	-3%	-1	176	2	88	86
CCN(CC)Cc1nc2c(c(=O)[nH]1)C1(CCCCC1)Cc1ccccc1-2	-5	16	-22%	3%	5	16	-14	59	73
COc1cc(OC)cc(C(=O)NC2CCN(Cc3nnnn3Cc3cccs3)CC2)c1	5	185	-72%	-14%	-5	185	-11	86	97
Cc1cc(C(=O)N/N=C2\CCCC(C)C2)n[nH]1 (configuration not stated)	10	125	-21%	2%	-10	125	nt	nt	nt
Cc1ccc(-n2nc(C)c3c2OC(N)=C(C#N)C3c2ccc(C)o2)cc1 (configuration not stated)	11	140	nt	nt	-12	140	14	99	85
O=C(CC1C(=O)N(c2ccc(Cl)cc2)C(=S)N1CCc1ccncc1)Nc1ccc(F)cc1 (configuration not stated)	5	155	5%	-3%	-5	155	nt	nt	nt
Cc1cc(NS(=O)(=O)Cc2ccccc2)cc(C)c1OCC(=O)N1CCOCC1	-1	69	-44%	-3%	1	69	21	96	75
CCc1nc(SCC(=O)Nc2ccccc2C(=O)OC)n[nH]1	2	165	-98%	-4%	-2	165	5	93	88
Cc1ccc(C(=O)CSc2nnc(COc3ccc(C#N)cc3)n2-c2ccccc2)cc1	2	152	nt	nt	-2	152	3	85	82
CC(C)=C1SC(N2CCN(Cc3ccccc3)CC2)=NC1=O	nt	nt	-64%	-11%	nt	nt	-12	64	75
Cc1nnc(NC(=O)c2oc3cc(C)c(C)cc3c2C)s1	-5	149	-1%	-8%	5	149	7	83	75
C=CCOc1ccc(CNC(C)(C)C)cc1OC	-2	163	3%	2%	2	163	nt	nt	nt
O=C(c1ccc2c(c1)C(=O)N(c1ccc(Cl)cc1)C2=O)N1CCN(c2ccccn2)CC1	19	126	nt	nt	-18	126	nt	nt	nt
COc1ccc(-c2cc(=O)oc3c(C)c(O)c(CN(C)C)cc23)cc1	8	147	-9%	2%	-8	147	-41	42	83
